SENP8 inh – SENP8 protease inhibition; Q96LD8; purified SENP8, Z-RLRGG-aminoluciferin cleavage, luminescence; inhibition, % at 10 µM; actives 1.2% (n = 330,000); AID 2540
Target sequence (Q96LD8 whole entry, looked up): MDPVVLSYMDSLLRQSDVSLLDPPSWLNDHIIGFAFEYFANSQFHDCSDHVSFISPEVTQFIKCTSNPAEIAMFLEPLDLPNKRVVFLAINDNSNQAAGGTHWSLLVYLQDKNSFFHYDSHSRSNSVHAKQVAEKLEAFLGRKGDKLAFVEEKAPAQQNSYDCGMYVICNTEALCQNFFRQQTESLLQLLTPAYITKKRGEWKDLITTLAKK
Jurkat NFkB inh – lowers PMA/ionomycin-induced NF-kB signal in Jurkat cells; PMA/ionomycin-induced NF-kB luciferase reporter, luminescence; AID 435003; actives 0.53% (n = 330,000); inhibition, % at 4 µM
Gli-Sufu block – blocks Gli-Sufu signaling in a luciferase reporter | AID 588413 | Sufu-KO-LIGHT fibroblasts, Gli luciferase reporter luminescence | actives 0.74% (n = 340,000) | inhibition, % at 5 µM;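 active = inhibition above about 55%, limit read from the data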;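 also: 0% = DMSO-treated cells and 100% = wells with medium but no cells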
697 NFkB inh – inhibitors of the PMA/ionomycin-induced NF-kB reporter in 697 B cells. inhibition, % at 4 µM. AID 435022. actives 0.33% (n = 330,000). 697 B-cell NF-kB luciferase reporter, 16 h; in the data active = inhibition above about 35%
Apaf1 inhib – human Apaf-1 inhibition; O14727; reconstituted apoptosome caspase-3 activity, DEVD-Rh110 fluorescence; inhibition, % at 20 µM; actives 0.71% (n = 330,000); AID 489030; active = inhibition of at least 40% at 20 µM;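 also: plate controls were DMSO wells for no effect and DEVD-CHO caspase inhibitor wells for full effect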
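Assay system – apoptosome proteins · Medium – Hepes buffer, pH 7.5 · Also added – cytochrome c with DEVD-Rh110 · Timing – 30 min compound preincubation, 50 min activation, room temperature · Detection – Rh110 fluorescence, excitation 480 nm, emission 540 nm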
UBC13 inh – human UBC13 polyubiquitination inhibition; P61088; UBC13 polyubiquitin chain formation, TR-FRET; inhibition, % at 20 µM; actives 0.47% (n = 330,000); in the data active = inhibition above about 45%, passing the limit was not always enough; inconclusive = no clear call, values can overlap the other calls
Target sequence (P61088 whole entry, looked up): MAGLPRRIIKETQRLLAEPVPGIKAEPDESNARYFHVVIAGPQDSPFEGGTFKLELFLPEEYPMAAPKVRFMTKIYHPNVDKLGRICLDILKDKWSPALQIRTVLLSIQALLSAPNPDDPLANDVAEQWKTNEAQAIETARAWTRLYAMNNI
HKDC1 inhibitor – HKDC1 (human) hexokinase inhibition; Q2TB90; recombinant HKDC1, G6PDH/diaphorase resazurin coupled fluorescence; inhibition, % at 20 µM; actives 0.16% (n = 340,000);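 active = inhibition above about 35% when tested at 20 µM, limit read from the data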;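 also: plate controls were DMSO wells with enzyme for no effect and DMSO wells lacking enzyme for full effect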
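Test system: HK5 enzyme. Quantity: 5 µg/mL HK5 final. Reagent: glucose and ATP substrates. Schedule: 90 min reaction incubation at room temperature, dark. Technique: resazurin-to-resorufin fluorescence via G6PDH and diaphorase coupling, 525/613 nm. Control set: DMSO wells with and without enzyme mix.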
SENP7 block – SENP7 protease inhibition; actives 1.5% (n = 330,000); inhibition, % at 5 µM; recombinant SENP7, Z-RLRGG-aminoluciferin luminescence, 40 min; Q9BQF6;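 active = inhibition above about 50% at the single test dose, limit read from the data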;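 also: plate controls were DMSO with enzyme for no effect and no enzyme buffer wells for full effect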
Target sequence (Q9BQF6 706-1050 limits assumed): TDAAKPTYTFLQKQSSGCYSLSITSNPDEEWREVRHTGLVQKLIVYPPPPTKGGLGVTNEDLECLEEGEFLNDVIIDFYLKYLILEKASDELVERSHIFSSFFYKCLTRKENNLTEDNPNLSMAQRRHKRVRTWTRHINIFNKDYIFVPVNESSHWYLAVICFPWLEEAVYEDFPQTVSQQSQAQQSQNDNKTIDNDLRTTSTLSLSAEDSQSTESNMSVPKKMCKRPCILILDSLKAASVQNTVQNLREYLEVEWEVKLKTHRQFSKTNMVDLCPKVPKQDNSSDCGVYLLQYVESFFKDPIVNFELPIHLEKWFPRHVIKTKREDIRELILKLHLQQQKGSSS
The depositor's hits bear a star; ? = inconclusive; . = not tested or not shown. Rule as the data show it, unless noted: active = inhibition above about 50%; inactive = the rest.

SMILES	SENP8 inh	Jurkat NFkB inh	Gli-Sufu block	697 NFkB inh	Apaf1 inhib	UBC13 inh	HKDC1 inhibitor	SENP7 block
O=C(c1ccccc1)c1cccn1CC(=O)N1CCN(c2ccccc2)CC1	-6	-8	-5	10	8	-5	-8	0
CC(=O)N1CCN(c2ccc(NC(=O)c3ccc(C)c([N+](=O)[O-])c3)cc2)CC1	-7	-11	-18	-25	-3	-9	0	6
CC(=O)c1ccc(NC2OC(C)C(O)C(O)C2O)cc1 (stereo not given)	-3	-10	2	-1	12	-25	-2	-2
Cc1noc(NS(=O)(=O)c2ccc(NC(=O)CSc3nc4c(cc3C#N)CCC4)cc2)c1C	1	-14	2	6	-3	2	-1	-5
CC(C)(C)C(=O)OCc1nc(-c2ccc(O)c(O)c2)cs1	-12	9	7	-12	-7	-12	11	-16
CCCOc1ccc(/C=C/c2[nH]c(=O)[nH]c(=O)c2[N+](=O)[O-])cc1OCC	-7	-26	4	-18	15	-18	14	2
Cc1cc([N+](=O)[O-])ccc1NC(=O)c1cncc(Br)c1	-1	1	-4	1	-11	4	-9	4
Cc1nn(CC(=O)OCC(=O)c2ccccc2)c(C)c1[N+](=O)[O-]	1	15	7	10	-2	3	-1	11
Cc1ccc(Nc2nc(-c3ccc(C)cc3)c(CC(=O)O)s2)cc1	-12	-28	-13	-35	18	-12	6	14
C=CCN(CC=C)CC(O)CN(c1cc([N+](=O)[O-])ccc1OC)S(=O)(=O)c1ccccc1 (stereo not given)	-7	1	16	-14	-5	0	-8	-2
Cc1cc(C)c(NC(=S)NC(CO)(CO)CO)c(C)c1	8	7	3	13	-30	4	-1	2
Cc1cccc(N2C(=O)CC(Sc3nc(-c4ccccc4)c4cc(Cl)ccc4n3)C2=O)c1 (stereo not given)	3	-6	1	7	3	?	8	7
COc1ccc(-c2c[n+]3c(n2-c2ccccc2)SCC3)cc1	-10	39	76*	18	-2	8	-5	-1
CC(=O)N1c2ccc(S(=O)(=O)NCC3CCC(C(=O)NCc4ccco4)CC3)cc2CC1C (stereo not given)	3	4	5	14	-3	8	-2	5
O=[N+]([O-])c1ccc(/C=N/Nc2nc(N3CCCCC3)nc(N3CCCCC3)n2)o1	3	-4	11	15	21	-23	5	0
CC1(C)CNC(=O)CC(C)(C)N1O	0	0	0	13	-9	2	-4	4
COc1ccc(Br)c(C(=O)Nc2cccc(Cl)c2Cl)c1	-2	-2	-11	-4	13	4	-10	6
COc1ccc(S(=O)(=O)N(C)CC(=O)NCCC2=CCCCC2)cc1C	4	-2	3	19	-12	7	-8	-7
CCN(CC)S(=O)(=O)c1ccc(N2CCN(CCOc3ccc(OC)cc3)CC2)nc1	8	8	-1	-20	20	4	-5	1
Cc1nn(-c2ccccc2)c(N)c1C(O)(CC(=O)C(F)(F)F)C(F)(F)F (stereo not given)	-10	-3	-5	-18	-5	-11	18	3
CN(C)CCN1C(=O)C(=O)/C(=C(/O)c2ccc(S(=O)(=O)N3CCOCC3)cc2)C1c1ccccc1 (stereo not given)	-15	-3	-2	-6	-1	-9	-3	-6
Cc1cc(C)c(S(=O)(=O)NCCc2ccccc2)c(C)c1	-1	-14	10	16	19	7	4	-1
O=C(Nc1cc(S(=O)(=O)N2CCOCC2)ccc1N1CCOCC1)c1ccccc1F	4	0	-1	-12	1	-9	-3	1
COc1ccc(CN2CCN(CCCc3ccccc3)C(CCO)C2)c(OC)c1 (stereo not given)	-7	14	24	-28	2	3	-2	-2
N#Cc1cn(CCOC(=O)c2cccc(C(F)(F)F)c2)c(=O)[nH]c1=O	-1	-11	22	-25	2	-1	-7	-5
Cc1ccc2c(c1)NC(=O)c1cc([N+](=O)[O-])ccc1O2	-4	-4	-5	-7	5	2	-13	8
Cc1ccc(C2(C)NC(=O)N(CC(=O)Nc3nc(-c4ccccn4)cs3)C2=O)cc1 (stereo not given)	16	1	1	6	5	-7	8	-4
COCOc1cc(O)c(C(=O)/C=C/c2ccccc2)c(OCOC)c1	12	-4	-4	4	0	4	8	-9
Cc1cc(Nc2ccc(Cl)cc2)n2nnnc2n1	-10	-13	-5	-10	15	-10	-3	-2
COC(=O)c1ccc(N2NC(=O)/C(=C/c3cc(OC)c(OC)c(OC)c3)C2=O)cc1	3	2	5	21	-1	-9	2	-7
O=C(NC(=S)Nc1nc(-c2cccc([N+](=O)[O-])c2)cs1)c1ccccc1Cl	2	-12	2	-46	1	-17	-12	3
Cc1ccc([N+](=O)[O-])cc1S(=O)(=O)Nc1ccc(-c2ccc(N3CCCC3)nn2)cc1	8	13	-11	-3	26	-16	-1	2
CC(C)(C)NC(=S)Nc1ccc(Nc2ccccc2)cc1	18	-12	-11	-57	10	6	7	50*
COc1ccc(OC)c(/C=C2\NC(=O)NC2=O)c1	-3	-8	-5	9	-10	3	3	-6
O=C(COC(=O)c1cc(-c2ccco2)nc2ccccc12)NCc1ccccc1	2	-11	0	9	19	12	-2	7
Cc1ccc(N/N=C/c2cccnc2)cc1	-6	1	-78	-34	2	-7	2	3
Cc1ccc(C2=CC(=O)C[C@H](c3ccc(Cl)cc3)C2)cc1	7	-14	-10	6	18	18	1	-4
O=C(CNS(=O)(=O)c1cccc2nsnc12)NCCc1ccccc1	-4	-14	8	7	-5	-5	-2	-3
O=C(Nc1ccnn1C1CCN(C(=O)Cc2ccccc2F)CC1)C1CC1	-20	-8	-2	-2	-8	-6	0	15
Cc1ccc(N(CC(=O)Nc2ccc(F)cc2)S(=O)(=O)N2CCCC2)cc1	-9	5	-1	-5	24	-5	0	-7

Brought forward from above: 2 entries, followed by the next part.
SMILES	SENP8 inh	Jurkat NFkB inh	Gli-Sufu block	697 NFkB inh	Apaf1 inhib	UBC13 inh	HKDC1 inhibitor	SENP7 block
O=C(Nc1ccnn1C1CCN(C(=O)Cc2ccccc2F)CC1)C1CC1	-20	-8	-2	-2	-8	-6	0	15
Cc1ccc(N(CC(=O)Nc2ccc(F)cc2)S(=O)(=O)N2CCCC2)cc1	-9	5	-1	-5	24	-5	0	-7
CCOc1ccc2nc(CN3CCN(Cc4ccccc4OCC)C(CCO)C3)ccc2c1 (stereo not given)	6	6	16	-2	-6	4	2	6
O=C(Cn1c(=O)sc2ccccc21)Nc1ccc2c(c1)OCCO2	-7	15	-3	-6	4	8	6	-2
CCn1c(C)nc2cc(N)ccc21	-3	-15	-4	-8	5	-10	-1	-2
N#CC(C#N)=Cc1c(N2CCN(c3ccccc3)CC2)nc2ccccn2c1=O	3	-8	-10	4	11	-1	5	4
Cc1cc(=O)[nH]c(/N=C(\N)Nc2ccc(SC(F)F)cc2)n1	2	18	-22	8	-1	16	-4	-5
C[C@H](CO)N1C[C@H](C)[C@@H](CN(C)C(=O)Nc2ccc(C(F)(F)F)cc2)Oc2c(NC(=O)CCC(F)(F)F)cccc2C1=O	11	-9	.	-1	7	14	4	-5
Cc1oc(-c2cccs2)nc1CN1CCC(c2ccccc2)CC1	-5	1	-1	13	0	8	-2	-4
O=C(NCc1ccccc1)Nc1cc(Cl)ccc1Cl	-5	-5	-7	12	-14	-5	-5	-3
CCc1c(C)nc(SCc2ccccn2)[nH]c1=O	-1	-4	4	12	-6	0	14	-6
Cc1ccc(NC(=O)c2c3c(nc4ccccc24)CCC3)cc1	1	6	5	-4	11	4	-13	1
Cn1c(=O)c2c(SCC(=O)N3CCCCC3)nc(-c3ccccc3F)nc2n(C)c1=O	-11	-16	15	-8	19	-2	1	-4
S=C(NCCCn1ccnc1)Nc1cccc(Cl)c1	3	1	6	17	-9	-6	-1	4
O=C(NC1CCCCC1)C(c1ccncc1)N(C(=O)c1csnn1)c1ccccc1F (stereo not given)	6	1	-5	1	-128	4	-2	-6
Nc1ccc(C(=O)O)cc1[N+](=O)[O-]	3	6	-2	-2	-8	4	-7	-5
CCCNC(=O)NC(=O)CSc1nnc(C)n1N	1	-10	18	25	-4	2	-3	4
COc1cc2c(cc1OC)CN(C(=O)c1cc3ccccc3oc1=O)CC2	2	25	-1	-15	-5	5	0	-4
CCC(/C=N/NC(=O)C(N)=O)CC	-3	-17	-3	-7	-4	-14	14	-1
COc1ccc(OC)c(S(=O)(=O)NCCCN2CCCC2=O)c1	-12	-2	4	6	-2	-4	-8	6
COCCCNC(=O)c1ccc2c(=O)n(C3CCCC3)c(=S)[nH]c2c1	1	6	9	19	12	5	1	-2
COc1ccc(CCN2C(=O)C3CC=C(C)CC3C2=O)cc1OC (stereo not given)	5	-7	5	7	1	0	0	4
Cc1nc(NC(=O)COC(=O)C(C)NC(=O)c2ccccc2)c(Cl)cc1Cl (stereo not given)	-8	-8	0	8	5	2	-3	-13
CC(=O)c1ccc(NC(=O)Cn2nc(C)c([N+](=O)[O-])c2C)cc1	4	-9	5	14	-10	7	2	3
CC(=O)C[C@H]1c2cc(C(F)(F)F)ccc2S(=O)(=O)N1c1ccc(N(C)C)cc1	7	12	8	2	-2	3	2	4
O=C(N/N=C/c1cccc(O)c1)c1cc2c(ccc3ccccc32)o1	-2	8	19	4	32	2	-4	-13
Cc1cc(NC(=O)COc2coc(CN3CCN(c4ccccc4F)CC3)cc2=O)no1	12	17	-1	12	1	-3	1	-3
COc1ccc(C(=O)CC(=O)C(=O)Nc2cccc(F)c2)cc1	6	-8	0	-5	4	-5	-4	-3
CN1C(=O)NC(c2ccccc2[N+](=O)[O-])C2=C1CCCC2=O (stereo not given)	6	-7	6	2	21	-39	-1	-3
CCCCN(C(=O)C1CC(=O)N(Cc2ccc(C)cc2)C1)c1c(N)n(CC(C)C)c(=O)[nH]c1=O (stereo not given)	3	1	0	13	-2	-9	-3	-1
Cc1cccc(NC(=S)N2CCCCC2c2cccnc2)c1C (stereo not given)	-4	-6	-2	13	6	-15	-5	0
CCOC(=O)N1CCN(S(=O)(=O)c2ccc(C(=O)Nc3sc4c(c3C(=O)OC)CCN(C)C4)cc2)CC1	4	-6	23	-4	26	21	4	-6

11 of the compounds above, in CSV form.
molecule,SENP8 inh,Jurkat NFkB inh,Gli-Sufu block,697 NFkB inh,Apaf1 inhib,UBC13 inh,HKDC1 inhibitor,SENP7 block
CCC(/C=N/NC(=O)C(N)=O)CC,-3,-17,-3,-7,-4,-14,14,-1
COc1ccc(OC)c(S(=O)(=O)NCCCN2CCCC2=O)c1,-12,-2,4,6,-2,-4,-8,6
COCCCNC(=O)c1ccc2c(=O)n(C3CCCC3)c(=S)[nH]c2c1,1,6,9,19,12,5,1,-2
COc1ccc(CCN2C(=O)C3CC=C(C)CC3C2=O)cc1OC (stereo not given),5,-7,5,7,1,0,0,4
Cc1nc(NC(=O)COC(=O)C(C)NC(=O)c2ccccc2)c(Cl)cc1Cl (stereo not given),-8,-8,0,8,5,2,-3,-13
CC(=O)c1ccc(NC(=O)Cn2nc(C)c([N+](=O)[O-])c2C)cc1,4,-9,5,14,-10,7,2,3
CC(=O)C[C@H]1c2cc(C(F)(F)F)ccc2S(=O)(=O)N1c1ccc(N(C)C)cc1,7,12,8,2,-2,3,2,4
O=C(N/N=C/c1cccc(O)c1)c1cc2c(ccc3ccccc32)o1,-2,8,19,4,32,2,-4,-13
Cc1cc(NC(=O)COc2coc(CN3CCN(c4ccccc4F)CC3)cc2=O)no1,12,17,-1,12,1,-3,1,-3
COc1ccc(C(=O)CC(=O)C(=O)Nc2cccc(F)c2)cc1,6,-8,0,-5,4,-5,-4,-3
CN1C(=O)NC(c2ccccc2[N+](=O)[O-])C2=C1CCCC2=O (stereo not given),6,-7,6,2,21,-39,-1,-3

(next part)
SMILES	SENP8 inh	Jurkat NFkB inh	Gli-Sufu block	697 NFkB inh	Apaf1 inhib	UBC13 inh	HKDC1 inhibitor	SENP7 block
CC1CC(C)CN(C(=O)COC(=O)c2ccc3ccccc3n2)C1 (stereo not given)	-9	-9	-1	-33	10	-9	11	-7
Cc1cc(Cl)ccc1NC(=O)CCN1C(=O)NC(C)(C)C1=O	-4	13	5	21	-5	4	3	2
O=C(NCCN1CCCCC1)/C(=C/c1ccco1)NC(=O)c1ccccc1	-7	-9	8	-8	-2	-10	1	-7
Cc1ccc(NC(=O)COCC(=O)Nc2ccc(F)cc2)cc1	-7	-10	-19	12	-12	0	6	-1
CNC(=O)NC(=O)COC(=O)c1n[nH]c2ccccc12	-5	0	10	-5	-7	6	-7	7
COc1cccc(C2Nc3ccccc3NC3=C2C(=O)CC(C)(C)C3)c1OC (stereo not given)	-6	-17	9	2	-10	4	1	-2
